High-throughput results (PubChem BioAssay)
SMN2 splice enh: enhancers of SMN2 splice variant expression; HEK293 SMN2-luciferase splicing reporter, luminescence, 30-36 h; Potency, µM (titrated, usually from 46.1 µM), without a hit: at the highest dose activity change, positive = activation, actives largely listed as activators; hit rate 2.8% among 210,000; also: % of control where 0% means no effect; nearly all actives have a fitted effect of over 55% in size
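qHTS luciferase splicing reporter: luminescence rises when SMN2 exon 7 is included in transfected HEK293 cells. Compound exposure lasted 30-36 h at 37C, with 4.5 mM final sodium butyrate as control, followed by a ONE-Glo read.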
TR SRC2 fluor cs: Texas Red fluorescence interference in TRb-SRC2 counter-screen; TRb/SRC2 Texas Red total fluorescence interference; Potency, µM (series often up to 106 µM), for inactives: top-dose fluorescence change, negative = quenching; hit rate 0.29% among 280,000; active = well fitted curve in either direction with a large enough effect; inconclusive = small, poorly fitted or top-dose-only effect; also: % is scaled to controls: 0 for no effect and ±100 for the full control effect
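Human TRb ligand-binding domain at 0.6 uM with 20 nM Texas Red SRC2 peptide in Tris buffer containing 1 uM T3 and 5% DMSO, incubated with compound 5 h at ambient temperature. Total fluorescence (555/632 nm) calculated as parallel + 2 × perpendicular.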
RECQ1 inh: inhibitors of human RECQ1 DNA helicase; RECQ1 DNA unwinding, red fluorescence kinetic read; P46063; hit rate 0.54% among 240,000; Potency, µM (highest dose often 57.3 µM), for inactives: at the top dose activity, negative = inhibition, usual class: inhibitors;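 also: plate controls were vehicle for no effect and no enzyme for full effect; nearly all actives have a fitted effect of over 30% in size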
Target sequence (P46063 whole entry, looked up): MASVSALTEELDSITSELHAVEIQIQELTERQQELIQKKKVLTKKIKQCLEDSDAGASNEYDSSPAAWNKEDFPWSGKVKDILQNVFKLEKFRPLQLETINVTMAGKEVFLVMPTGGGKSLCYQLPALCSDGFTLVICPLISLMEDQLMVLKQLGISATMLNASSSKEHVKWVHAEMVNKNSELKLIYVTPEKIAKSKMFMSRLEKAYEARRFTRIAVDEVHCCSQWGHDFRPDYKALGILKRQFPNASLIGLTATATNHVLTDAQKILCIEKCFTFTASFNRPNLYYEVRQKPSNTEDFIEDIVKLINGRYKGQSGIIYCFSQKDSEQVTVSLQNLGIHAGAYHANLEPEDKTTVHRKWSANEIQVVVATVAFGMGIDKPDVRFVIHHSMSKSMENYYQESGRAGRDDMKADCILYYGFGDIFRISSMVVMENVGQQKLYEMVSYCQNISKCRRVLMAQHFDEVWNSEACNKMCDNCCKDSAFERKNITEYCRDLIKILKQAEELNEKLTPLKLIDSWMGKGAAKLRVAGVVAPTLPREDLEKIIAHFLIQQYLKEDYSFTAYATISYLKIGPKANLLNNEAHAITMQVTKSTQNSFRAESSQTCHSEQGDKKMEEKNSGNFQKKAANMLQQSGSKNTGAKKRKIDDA
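RECQ1T1 50 nM; forked duplex (20 bp + 30-nt ss tails) 200 nM, ATP 2 mM final; pH 8.0, 2 mM MgCl2, 2.5 ug/ml poly(dI-dC); 15 min compound preincubation; discontinuous kinetic read over 2 h at RT.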
KDM4E inh: JMJD2E (human) inhibition. B2RXH2. JMJD2E catalytic domain, FDH-coupled NADH fluorescence (FDH is formaldehyde dehydrogenase). Potency, µM (titrated, usually from 57.1 µM), for the others: top-dose activity change, negative = inhibition, usual class: inhibitors. hit rate 1.6% among 230,000. AID 2147; active = well fitted inhibition curve with a large enough effect, not every such curve was filed as active; inconclusive = small, poorly fitted or top-dose-only effect, or another doubt; inactive = no such curve, though single readings can be large or run the other way;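 also: 0% = wells with enzyme and -100% = buffer wells without enzyme; nearly all actives have a fitted effect of over 50% in size; many of its hits are not listed in these tables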
Target sequence (B2RXH2 1-337 limits assumed): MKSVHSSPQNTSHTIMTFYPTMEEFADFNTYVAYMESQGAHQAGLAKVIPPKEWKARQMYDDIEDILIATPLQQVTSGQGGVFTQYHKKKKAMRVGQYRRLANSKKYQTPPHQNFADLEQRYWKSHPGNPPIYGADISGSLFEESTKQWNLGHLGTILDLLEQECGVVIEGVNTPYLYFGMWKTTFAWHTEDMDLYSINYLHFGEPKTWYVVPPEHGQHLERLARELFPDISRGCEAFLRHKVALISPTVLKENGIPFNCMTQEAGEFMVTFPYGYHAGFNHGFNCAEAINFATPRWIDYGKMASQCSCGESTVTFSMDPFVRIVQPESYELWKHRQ
TRb SRC2 PPI: TRbeta-SRC2 interaction inhibition | P10828 | TRbeta-SRC2 peptide binding, fluorescence polarization; receptor liganded with 1 µM T3 | Potency, µM (titrated, usually from 106 µM), without a hit: top-dose activity change, negative = inhibition, actives largely listed as inhibitors | hit rate 0.065% among 280,000;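 also: plate controls were bound peptide for no effect and peptide without receptor for full effect; nearly all actives have a fitted effect of over 50% in size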
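Human TRb ligand-binding domain (0.6 uM) is mixed with 20 nM Texas Red SRC2 peptide and 1 uM T3; after compound addition and 5 hr at ambient temperature, polarization is measured and normalized to unbound and bound controls.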
LMNA splice mod: LMNA splicing modulation | hit rate 0.01% among 200,000 | HeLa LMNA splicing GFP/RFP minigene ratio, 48 h | AID 1487 | Potency, µM (series often up to 46.1 µM), for inactives: at the highest dose ratio change, negative = inhibition, actives largely listed as inhibitors; active = well fitted inhibition curve with a large enough effect in the signal ratio, with a control signal flat, not every such curve was filed as active; inconclusive = small, poorly fitted or top-dose-only effect, or effect the other way, or a change in a side signal; the % refers to the signal ratio; also: % is scaled to controls: 0 for no effect and ±100 for the full control effect
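Read-out is the ratio of GFP to DsRed2 object intensity, acquired by 488 nm laser-scanning cytometry on HeLa lamin A-EGFP minigene reporter cells. Compound incubation 48 hrs at 37 °C in Opti-MEM with 2% FBS; DMSO 0.5% final.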
GoLoco inh red: RGS12 GoLoco-Gai1 interaction inhibition; P63096; Gai1:RGS12 GoLoco peptide FP, rhodamine, 10 min; Potency, µM (series often up to 61.6 µM), inactives show at the highest dose activity, negative = inhibition, actives largely listed as inhibitors; hit rate 0.44% among 230,000; AID 880; active = well fitted inhibition curve with a large enough effect, not every such curve was filed as active; inactive = no such curve, though single readings can be large or run the other way; also: % is scaled to controls: 0 for no effect and ±100 for the full control effect; nearly all actives have a fitted effect of over 30% in size; many of its hits are not listed in these tables
ALDH1A1 inh: inhibitors of human aldehyde dehydrogenase 1A1. Purified ALDH1A1, NADH fluorescence, propionaldehyde substrate. hit rate 7.3% among 220,000. AID 1030. Potency, µM (doses to about 75.3 µM), for the others: at the highest dose activity, negative = inhibition, most hits filed as inhibitors. P00352; active = well fitted inhibition curve with a large enough effect, not every such curve was filed as active; inconclusive = small, poorly fitted or top-dose-only effect, or another doubt; inactive = no such curve, though single readings can be large or run the other way;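 also: plate controls were no enzyme wells and a reference inhibitor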
* hit, by the source's call; i = inactive; ? = inconclusive; . = no result given; [ ] = remark or other dose. Unless noted, calls follow the shape of the dose curve; as a rule, active = well fitted curve in the direction sought with a large enough effect; inconclusive = small, poorly fitted or top-dose-only effect, or another doubt; inactive = no such curve, though single readings can be large; an effect the other way counts as inactive or inconclusive. Potency is read from the fitted curve at half-maximal effect. Not all compounds are listed. The share of hits here may be higher or lower than overall.

SMILES	SMN2 splice enh	TR SRC2 fluor cs	RECQ1 inh	KDM4E inh	TRb SRC2 PPI	LMNA splice mod	GoLoco inh red	ALDH1A1 inh
O=C(N/N=C/c1cn(Cc2ccccc2)c2ccccc12)c1cccnc1	-80%[inhibitor]	-4%	-4%	-18%	1%	?	4%	14µM*
CCOC(=O)c1[nH]c2ccc(OC)cc2c1NC(=O)OC	-3%	-2%	-2%	?	-24%	?	-7%	?
CCCc1nc(SCC(=O)NNC(=O)C2CCCCC2)c2ccccc2n1	-16%	-1%	-6%	1%	-9%	2%	5%	2%
CC1(C)Cc2c(sc3nc(C4CCCCC4)n(N)c(=O)c23)CO1	.	-2%	-1%	2%	3%	.	4%	?
CCOC(=O)C1CCCN(C(=O)c2ccc(CNc3c(N4CCC(C)CC4)c(=O)c3=O)cc2)C1 (stereo not drawn)	2%	1%	i	0%	3%	-9%	9%	?
COc1cccc(Nc2nc(-c3sc(NC(=O)c4ccco4)nc3C)cs2)c1	1%	3%	-6%	-3%	10%	13%	49%[activator]	?
CCc1ccc(Nc2nc(N)nc(CSc3nnnn3-c3ccccc3)n2)cc1	?	2%	i	-2%	-5%	11%	-6%	?
Cc1ccc(-n2[nH]c3c4c(ccc3c2=O)C(=O)c2ccccc2C4=O)cc1	-1%	0%	-12%	3%	0%	-14%	2%	8%
O=C(O/N=C/C1=C(Cl)c2ccccc2CC1)c1ccc(F)cc1	3%	-2%	-13%	3%	1%	5%	-4%	4%
CNS(=O)(=O)c1cc(N(C)S(=O)(=O)c2ccc(C)cc2)c(C)cc1C	-2%	2%	i	8%	5%	-9%[46 µM]	5%	-4%
COc1ccc(S(=O)(=O)N(C)C)cc1NC(=O)CSc1nncs1	12%	-2%	i	5%	0%	?	0%	-11%
O=c1c(CCc2ccccc2)nc2cnc(N3CCOCC3)nc2n1C[C@H]1CCCO1	-9%	.	-4%	.	.	.	3%	?
Cc1cccc(NC(=O)c2cc(Cl)sc2Cl)c1C	1%	3%	-10%	1%	-4%	?	20%	1%
CCOCCCNC(=O)C(NC(=O)c1ccc2c(c1)OCO2)c1ccc(OC)cc1 (stereo not drawn)	.	-1%	i	1%	0%	5%	.	2%
CC1CN(c2nnnn2-c2ccccc2)CC(C)O1 (stereo not drawn)	-1%	-5%	-4%	-1%	2%	12%	4%	-19%
CC(C)CN1CCCC2(CCN(C(=O)c3cc(C(F)(F)F)cc(C(F)(F)F)c3)CC2)C1	4%	.	-4%	.	.	.	7%	4%
COc1cc2c(cc1OC)CN(C(=O)c1ccc(S(=O)(=O)N3CCCC3)cc1)CC2	.	0%	-5%	-9%	4%	.	-5%	.
O=C(Cn1[nH]c(=O)c2ccccc2c1=O)NC1CCN(Cc2ccccc2)CC1	-20%	-1%	-1%	6%	6%	3%	6%	8%
CC(=O)Nc1ccc(C(=O)Nc2cccc(-c3cnc4ccccc4n3)c2)cc1	-21%	0%	-15%	-8%	-5%	.	28%	-4%
CCCCCOC(=O)C(C)Sc1n[nH]c(=O)[nH]c1=O (stereo not drawn)	.	-8%	0%	-25%	0%	.	3%	9%

The list continues:
SMILES	SMN2 splice enh	TR SRC2 fluor cs	RECQ1 inh	KDM4E inh	TRb SRC2 PPI	LMNA splice mod	GoLoco inh red	ALDH1A1 inh
CN(C)c1ncc2nc(-c3cccc(C#N)c3)c(=O)n(C[C@H]3CCCO3)c2n1	.	.	i	.	.	3%	8%	?
Oc1ccccc1N1CCN(c2nnnn2-c2ccccc2)CC1	.	1%	-2%	1%	2%	.	8%	.
CCN(CC)c1nc2c(c(=O)n(C)c(=O)n2C)n1CC(=O)c1ccccc1	.	-4%	-9%	-11%	0%	.	-2%	.
CN(/N=C/c1cccnc1)C1=NS(=O)(=O)c2ccccc21	9%	-22%	-4%	?	5%	?	1%	?
COc1ccc(/C=N/Nc2nnc(-c3ccccc3)c(=O)[nH]2)cc1	-6%[1.84 µM]	2%	-9%	0%	6%	?	-8%	12%
Cc1ccc(NC(=O)COC(=O)CCC(=O)c2cccs2)cc1	-7%	0%	-4%	10%	5%	7%	-1%	?
Nc1nc(Cn2nnc(-c3ccccc3Cl)n2)nc(N2CCOCC2)n1	.	-1%	-4%	3%	5%	-7%	4%	-2%
CCC(=O)Nc1nc2nc(-c3ccccc3)cc(=O)n2[nH]1	.	-1%	-8%	-28%	1%	.	6%	.
COC(=O)[C@@H]1CC[C@H](C)[C@@H](c2ccc(C)cc2)N1C(=O)c1ccc(/C=N\OC[C@@H](C)[C@H](OCc2ccccc2)C(C)C)cc1	.	-10%[11.2 µM]	10%[11.5 µM]	.	2%[11.2 µM]	.	.	6%[13.5 µM]
COC(=O)c1[nH]c2ccccc2c1NC(=O)Oc1ccccc1	17%	4%	-8%	?	-6%	1%	0%	?
CCCC(=O)Nc1nc2ccc(OCC)cc2s1	22µM*	1%	2%	2%	-3%	-8%	9%	-6%
O=C(CN1CCN(S(=O)(=O)c2ccc(Br)cc2)CC1)Nc1ccccc1C(=O)c1ccccc1	-20%	3%	-19%	-3%	-2%	0%	15%	?
O=C(N/N=C1\CCc2ccccc21)c1ccccc1Cl	10µM*	0%	-2%	-2%	3%	10%	-6%	3%
CCOc1ccccc1NC(=O)C1CCC(CNc2c(N3CCCCC3)c(=O)c2=O)CC1 (stereo not drawn)	.	1%	0%	-2%	-3%	.	-3%	.
COc1cc(C(=O)NC(C)Cc2cccs2)cc(OC)c1OC (stereo not drawn)	3%	0%	i	6%	-12%	-16%[46 µM]	6%	0%
O=C(OC(C(=O)Nc1ccc(Cl)cc1C(F)(F)F)c1ccccc1)c1c(Cl)cccc1Cl (stereo not drawn)	-34%[inhibitor]	0%	i	-18%	5%	-12%	3%	3.2µM*
CCOc1ccc(/C=C(/NC(=O)c2ccccc2)C(=O)NCCC(=O)O)cc1	.	-4%	-6%	-10%	6%	-3%[46 µM]	-5%	3%
CS(=O)(=O)Nc1ccc(S(=O)(=O)N2CCOCC2)cc1	-2%	-3%	-5%	7%	-3%	7%	8%	11%
COc1ccc(CNC(=O)C2CCCN(S(=O)(=O)c3c(C)nn(C)c3C)C2)cc1 (stereo not drawn)	-16%	0%	-16%	7%	-5%	-5%	0%	-1%
O=C(COc1ccccc1)NC1CCS(=O)(=O)C1 (stereo not drawn)	4%	-1%	i	8%	4%	4%[46 µM]	5%	-3%

The list continues:
SMILES	SMN2 splice enh	TR SRC2 fluor cs	RECQ1 inh	KDM4E inh	TRb SRC2 PPI	LMNA splice mod	GoLoco inh red	ALDH1A1 inh
Cc1ccc2cc(COC(=O)c3cccc([N+](=O)[O-])c3)c(=O)[nH]c2c1	.	-1%	-4%	-1%	-6%	.	4%	.
CCOC(=O)c1[nH]c2ccccc2c1NC(=S)Nc1cccc(C)c1C	7%	-1%	9%	?	6%	1%	0%	?
O=C(NNC(=S)NCC1CCCO1)c1ccc(S(=O)(=O)N2CCOCC2)cc1 (stereo not drawn)	.	-2%	-1%	0%	-7%	24%[46 µM]	7%	-5%
COc1ccc(CNC(=O)C/C(C)=N/NC(=O)COc2cccc(C)c2)cc1	1%	0%	i	38%[activator]	-1%	6%[46 µM]	1%	?
COc1ccc(-n2c(-c3ccc(Br)cc3)c[n+]3c2SC(C)C3)cc1 (stereo not drawn)	-33%[inhibitor]	-1%	3%	0%	1%	.	4%	9%
CCOC(=O)c1cc(-c2ccccc2)n(CCC(=O)NC(C)CC)c1C (stereo not drawn)	4%	-2%	0%	6%	0%	?	-4%	9%
CCOc1cc(/C=N/NC(=O)COc2ccc(Cl)cc2)ccc1OS(=O)(=O)c1ccccc1	-20%	-4%	8%	2%	1%	3%	-38%	18%
Fc1ccc(Oc2nccc(-c3ccc(Cl)cc3)n2)cc1	3%	-7%	-1%	8%	-2%	-1%	18%	3%
O=C(O)CN(CCOCCOCCN(CC(=O)O)CC(=O)O)CC(=O)O	15%	-2%	-10%	0%	0%	-15%	13%	-2%
CC(=O)NC(Cc1cnc[nH]1)C(=O)O (stereo not drawn)	-7%	1%	i	-6%	-15%	-3%	-6%	3%
COc1ccccc1N1CCN(C(=O)CCNS(=O)(=O)c2ccc(Br)s2)CC1	-22%	-5%	-7%	5%	5%	-4%	-2%	?
Cc1cc(C)n(-c2ccc(C(=O)OCc3ccccc3)cc2)n1	-7%	5%	-12%	-9%	7%	-4%	-1%	-4%
COc1ccc(-c2[nH]ncc2CN2CCC(OCc3cccnc3)CC2)c(F)c1	.	2%	-4%	11%	7%	-4%[46 µM]	-12%	2%
COc1ccc(N(CC(=O)O)S(=O)(=O)c2c(C)n[nH]c2C)cc1	-3%	-5%	i	-4%	2%	4%	3%	5%
CCN(CC)c1ccc(/C=C/C(=O)c2ccc(Br)cc2)cc1	-3%	7%	8.9µM*	-7%	19%	-24%	296%[activator]	?
Cc1nc(NS(=O)(=O)c2ccccc2)sc1NC(=O)Nc1ccccc1	-23%	-1%	7%	-2%	-3%	.	45%[activator]	10%
Cc1ccc(S(=O)(=O)N2CCN(C(=O)CCN3C(=O)c4ccccc4C3=O)CC2)cc1C	-16%	0%	i	-2%	9%	4%	-38%	?
Nc1nonc1C(=O)N/N=C/c1cccc([N+](=O)[O-])c1	7%	-3%[53 µM]	-4%	-2%	2%[53 µM]	-7%	-1%	-9%
COC(=O)C(C)Oc1ccc(=O)[nH]n1 (stereo not drawn)	5%	0%	-2%	-3%	-19%	5%	1%	9%
COc1cccc(CN2CCN(Cc3ccc(C#CC(C)(C)O)s3)CC2CCO)c1 (stereo not drawn)	.	0%	-6%	10%	3%	?	8%	5%
CCCOc1ccc(C2(C(=O)O)CCCC2)cc1	25%	1%	-2%	4%	-15%	-8%	-2%	15%
